Screening data: PubChem BioAssay, several laboratories
p-CIP stab down: p/CIP protein destabilization; Q05BA5; F442A p/CIP-EGFP cells, EGFP fluorescence, 16 h; decrease of EGFP signal, % at 10 µM; hit rate 0.01% among 290,000;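 active = EGFP signal decrease of at least 30% at 10 µM or well 3 SD below plate mean, unless failing retest; inactive = the rest, including hits failing retest or dose response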; also: some compounds called inactive have numbers as strong as hits; many of its hits are not listed in these tables
Target sequence (Q05BA5 1-1403): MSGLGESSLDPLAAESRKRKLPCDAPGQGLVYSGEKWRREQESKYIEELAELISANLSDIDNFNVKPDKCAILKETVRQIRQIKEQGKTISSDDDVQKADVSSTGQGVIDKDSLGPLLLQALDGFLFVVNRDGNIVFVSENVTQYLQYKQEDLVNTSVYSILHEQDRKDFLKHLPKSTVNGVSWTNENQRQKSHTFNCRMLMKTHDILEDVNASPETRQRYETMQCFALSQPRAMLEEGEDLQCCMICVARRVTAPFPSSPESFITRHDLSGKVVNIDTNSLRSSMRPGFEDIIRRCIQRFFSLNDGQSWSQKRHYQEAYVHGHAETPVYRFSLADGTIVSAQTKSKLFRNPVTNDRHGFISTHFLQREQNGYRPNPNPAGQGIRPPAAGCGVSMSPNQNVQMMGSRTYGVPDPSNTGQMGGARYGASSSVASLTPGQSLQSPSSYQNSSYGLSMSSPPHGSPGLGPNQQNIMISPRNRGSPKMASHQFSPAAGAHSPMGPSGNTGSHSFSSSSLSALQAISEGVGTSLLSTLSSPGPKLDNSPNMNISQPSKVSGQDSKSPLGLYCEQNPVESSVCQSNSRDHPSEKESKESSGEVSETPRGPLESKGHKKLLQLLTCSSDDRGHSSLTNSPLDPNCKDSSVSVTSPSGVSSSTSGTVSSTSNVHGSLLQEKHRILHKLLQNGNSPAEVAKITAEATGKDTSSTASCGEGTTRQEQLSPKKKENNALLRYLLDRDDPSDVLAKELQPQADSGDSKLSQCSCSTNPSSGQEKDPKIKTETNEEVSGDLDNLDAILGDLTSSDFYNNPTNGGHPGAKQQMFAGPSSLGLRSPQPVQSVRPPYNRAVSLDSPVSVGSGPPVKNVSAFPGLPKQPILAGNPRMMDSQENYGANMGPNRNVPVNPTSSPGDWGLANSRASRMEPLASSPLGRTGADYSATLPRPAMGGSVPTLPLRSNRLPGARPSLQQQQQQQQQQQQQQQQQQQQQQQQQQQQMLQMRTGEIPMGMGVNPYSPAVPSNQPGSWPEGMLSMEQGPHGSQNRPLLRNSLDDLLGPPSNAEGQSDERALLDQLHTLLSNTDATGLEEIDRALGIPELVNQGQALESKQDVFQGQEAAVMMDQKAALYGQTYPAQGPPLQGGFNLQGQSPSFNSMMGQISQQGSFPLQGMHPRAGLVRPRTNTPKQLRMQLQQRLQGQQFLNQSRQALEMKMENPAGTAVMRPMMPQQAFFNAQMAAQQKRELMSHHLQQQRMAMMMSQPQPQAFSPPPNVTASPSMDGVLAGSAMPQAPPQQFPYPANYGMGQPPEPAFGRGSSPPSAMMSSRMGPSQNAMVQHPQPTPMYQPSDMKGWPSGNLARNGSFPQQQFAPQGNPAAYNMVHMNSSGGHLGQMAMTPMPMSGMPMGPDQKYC
MEKK3 PB1 HTS: raises or lowers MEK5 binding to the human MEKK3 PB1 domain; binding response (% of control), % at 10 µM; AID 1529; bead-based flow cytometry, Alexa488-MEK5 binding to MEKK3; actives lie on both sides; 0 = blocked by unlabeled MEK5, 100 = vehicle; hit rate 1.4% among 290,000; Q99759;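 active = binding response more than 3 SD above or below the average of its plate-row segment, actives on both sides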;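 also: Alexa488 bead fluorescence after subtracting the streptavidin-only scavenger bead signal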
M4 PAM: potentiates acetylcholine response at human M4 receptor; P08173; CHO-K1 hM4/Gqi5, Fluo-8 calcium fluorescence, ACh EC20; 0% = ACh EC20, 100% = maximal ACh; activation, % at 3 µM; hit rate 0.4% among 360,000;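 active = activation above its plate's cutoff, the mean activation of sample wells plus 3 SD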; also: some results filed as inactive read as strong as hits
PHOSPHO1 inh: PHOSPHO1 (human) inhibition. Q8TCT1. recombinant PHOSPHO1, absorbance phosphatase assay. inhibition, % at 13.3 µM. hit rate 1.1% among 290,000; in the data active = inhibition above about 60%
IDE cell inh: cellular human IDE inhibition; inhibition, % at 5.59 µM; hit rate 0.41% among 320,000; HEK cells, FAbetaB cleavage, fluorescence polarization; P14735;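 active = percent inhibition above the average of all tested compounds plus 3 SD, set per screening campaign, cut at about 16% in these data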;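 also: IDE supplied by intact live HEK cells; FP after avidin binding of uncleaved biotin substrate so inhibition keeps polarization high; 0% = DMSO wells and 100% = 60 µM reference IDE inhibitor Ii1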
CRFBP-R2 agonist: agonists of human CRF-binding protein/CRF-R2 receptor complex. HEK293 CRF-R2/CRF-BP, calcium dye fluorescence (FLIPR); percent of saturating CRF peptide response. activation, % at 13.2 µM. hit rate 0.46% among 350,000. AID 588473;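 active = activation of at least 50%, plus an integration ratio under a set limit after plate pattern correction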;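 also: plate controls were neutral control wells without compound for no effect and CRF at EC100 for full effect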
CRFBP-R2 block: antagonists of CRF-binding protein/CRF-R2 receptor complex; HEK293 CRF-R2/CRF-BP, CRF-induced calcium fluorescence; AID 588475; inhibition, % at 11.8 µM; hit rate 0.59% among 350,000;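 active = inhibition of the ligand-induced calcium signal above about 50% at the single tested concentration, limit read from the data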
GalR3 antag: blocks the human galanin receptor 3 | O60755 | HEK293 GalR3-CNG cAMP membrane potential fluorescence; galR3 body fused to GalR1 C-terminus | inhibition, % at 3 µM | hit rate 0.44% among 360,000;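 active = inhibition above the screen-wide average plus 3 SD, cut at about 13% in these data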;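 also: forskolin and galanin both at EC90 stimulate the cells; cAMP rise reported by CNG channel membrane potential dye signal; 0% = forskolin plus galanin with DMSO and 100% = forskolin alone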
IDE act: IDE (human) activation, cell-based | P14735 | HEK cells, FAbeta-B cleavage, fluorescence polarization; 0% vehicle, 100% cell-free pure enzyme wells | activation, % at 5.96 µM | hit rate 0.073% among 340,000 | AID 493087;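 active = activation above the mean of all tested compounds plus 3 SD, set per screening campaign, cut at about 17% in these data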
The depositor's hits bear a star; . = not tested or not shown; & = joins results of further samples; [ ] = another dose, or the depositor's remark. Not a hit list. Share with any hit: about 4.2%.

SMILES	p-CIP stab down	MEKK3 PB1 HTS	M4 PAM	PHOSPHO1 inh	IDE cell inh	CRFBP-R2 agonist	CRFBP-R2 block	GalR3 antag	IDE act
CC(NC(=O)C1CCCN(S(=O)(=O)c2ccc(-n3cnnn3)cc2)C1)c1ccc(F)cc1 (stereo unspecified)	-8.6	108.0	0.1	23.3	3.3	-0.5	14.6	-5.7	3.9
Nc1nc(=O)n(C2CCCO2)cc1Br (stereo unspecified)	.	.	3.3	.	.	7.7	21.5	-4.7	-4.7
O=C(Cn1cnc2cc([N+](=O)[O-])ccc2c1=O)Nc1ccc2c(c1)OCO2	-3.0	101.0	1.9	42.1	0.3	-0.5	6.3	-2.6	-4.5
Cc1nc2nc(CCc3ccccc3)nn2c(C)c1Cl	3.5	107.0	3.5	28.3	3.0	-1.2	1.0	-1.2	-0.1
CCOCCCNC(=O)CCn1nc(-c2ccc(Cl)cc2)ccc1=O	-1.0	103.0	-6.1	-7.1	7.1	-4.0	-8.2	-7.9	0.4
O=C(NCc1cccc(Cl)c1)C1CCCN(c2ncnc3c2nc2n3CCCCC2)C1 (stereo unspecified)	0.5	97.0	-3.2	57.9	-5.2	0.0	-4.2	-5.8	5.7
C#CCNC(=O)C1=C[C@H](c2ccccc2)C[C@H](OCCCCO)O1	-6.1	101.0	5.2	15.8	5.1	-0.6	11.7	0.8	6.3
CC1=NN(c2cccc(F)c2)C(=O)/C1=C/c1ccc(N(C)C)cc1	-1.1	99.0	6.5	-25.3	0.6	-0.6	9.9	-10.2	1.9
O=C(O)c1ccccc1NCc1cccs1	25.4	99.0	3.5	40.8	2.8	-0.4	3.3	-1.0	0.1
Cn1c2ccc(F)cc2c2ncn(CC3CCCO3)c(=O)c21 (stereo unspecified)	-1.8	100.0	-8.4	12.1	4.0	0.7	-1.6	4.0	1.3
CSc1ncc(CN2CCN(C3CCCCC3)C(CCO)C2)cn1 (stereo unspecified)	3.5	95.0	-13.7	36.8	-0.9	0.7	0.5	-5.1	0.2
CCSc1nnc(-c2cc3c(s2)-c2ccccc2CC3)o1	5.3	99.0	10.5	17.6	2.2	1.3	-22.2	0.9	1.4

Brought forward from above: 3 compounds, followed by the next part.
SMILES	p-CIP stab down	MEKK3 PB1 HTS	M4 PAM	PHOSPHO1 inh	IDE cell inh	CRFBP-R2 agonist	CRFBP-R2 block	GalR3 antag	IDE act
Cn1c2ccc(F)cc2c2ncn(CC3CCCO3)c(=O)c21 (stereo unspecified)	-1.8	100.0	-8.4	12.1	4.0	0.7	-1.6	4.0	1.3
CSc1ncc(CN2CCN(C3CCCCC3)C(CCO)C2)cn1 (stereo unspecified)	3.5	95.0	-13.7	36.8	-0.9	0.7	0.5	-5.1	0.2
CCSc1nnc(-c2cc3c(s2)-c2ccccc2CC3)o1	5.3	99.0	10.5	17.6	2.2	1.3	-22.2	0.9	1.4
Cc1cccc(C)c1NC(=O)N1CCC(c2nc3ccccc3o2)CC1	-7.4	100.0	-5.7	-3.5	-2.9	0.0	6.8	-6.0	1.8
CCCN1C(=O)/C(=C/C=C2\N(CC)c3ccccc3C2(C)C)SC1=S	-767.9	68.0*[inhibitor]	5.6	28.1	16.1*	169.5*	-211.7	-3.6	-28.9
CC(NC(=O)c1ccccc1NC(=O)c1ccncc1)c1ccccc1 (stereo unspecified)	-17.0	97.0	-1.9	29.5	1.5	0.7	-32.2	-2.9	-5.4
O=C(c1ccc2c(=O)n3c(nc2c1)CCCCC3)N1CCN(Cc2ccccc2)CC1	-58.4	101.0	7.2	19.1	5.2	0.3	5.7	-5.2	3.6
Cc1ccc(C)c(NC(=O)c2cnn(-c3ccccc3)c2C)c1	6.6	107.0	3.9	19.3	1.6	-1.3	-0.6	-10.4	-3.8
C[C@H]1CN(CCc2ccccc2)C(=O)[C@@H]1CC(=O)Nc1ccccc1	.	.	2.8	.	.	0.4	-22.9	-6.5	.
Cc1ccc(N(Cc2cc3ccc(C)cc3[nH]c2=O)S(C)(=O)=O)c(C)c1	5.3	105.0	-4.7	-8.5	11.9	-0.9	-12.8	-6.8	5.1
COC(=O)N/N=C/c1c(C)c(C(=O)c2ccc(F)cc2)n2ccccc12	-8.0	114.0	-11.9	20.6	2.1	1.5	-4.1	-4.4	3.2
Cc1occc1C(=O)N/N=C/c1sc(N2CCOCC2)nc1-c1ccccc1	-13.7	104.0	11.4	-7.7	0.2	-1.3	-7.8	-3.0	3.9
O=C(NCc1ccncc1)C(=O)NC1CC1	-6.3	99.0	-10.0	-14.8	3.3	1.4	-1.1	0.9	-1.6
COc1ccc(OCC(=O)Nc2c3c(nn2C(C)(C)C)CSC3)cc1	11.4	101.0	-8.3	12.3	9.0	-3.4	16.1	-3.9	0.6
Cn1c(=O)[nH]c(=O)c2c1nc(SCC(N)=O)n2Cc1cccc(Br)c1	1.3	96.0	-4.4	27.3	7.1	-1.6	-2.8	-12.6	7.3
CCCn1c(SCC(=O)N2c3ccccc3CC2C)n[nH]c1=O (stereo unspecified)	.	.	3.1	.	.	0.6	-6.8	-1.9	2.5
CCOc1ccc(NC(=O)CCC(=O)c2ccc(-c3ccccc3)cc2)cc1	10.7	96.0	10.7	-4.0	5.5	3.3	-24.2	-9.2	-5.0
COc1cc(/C=N/NC(=O)c2ccc(NS(=O)(=O)c3cccs3)cc2)cc(OC)c1O	.	.	9.0	.	-1.2	-0.8	0.9	-3.8	-2.5
O=C(c1ccco1)N1CCN(Cc2ccc(F)cc2)CC1	-1.8	102.0	-2.8	34.3	2.4	1.8	-7.4	-11.8	1.6
CCCCc1nc(S(=O)(=O)c2ccc(Cl)cc2)c(N2CCOCC2)o1	0.6	81.0	-6.0	-8.3	-0.5	0.4	6.5	-3.7	-5.4
COc1ccc(OCc2cc(-c3ccc(Cl)cc3)no2)cc1	-7.3	83.0	4.2	12.2	-0.6	0.3	35.2	-4.1	4.5
COC(=O)c1[nH]c2cc(OC)ccc2c1NC(=O)CCN1CCN(c2ccccc2)CC1	-2.7	101.0	-10.5	12.1	6.3	-1.5	6.8	-4.6	-4.0
Nc1ncccc1OCc1cccc(C(F)(F)F)c1	6.3	93.0	-5.5	57.0	2.3	-1.8	-7.6	-1.6	8.7
CCN1CCN(C(c2ccccc2)c2nnnn2Cc2ccc(OC)cc2)CC1 (stereo unspecified)	-7.4	101.0	0.5	-10.1	-2.1	-2.5	0.6	-3.1	7.8
O=C(CSc1nc(=O)n2ccccc2n1)NC1CCCCC1	.	.	8.9	.	6.6	2.0	1.8	-2.5	-0.9
O=C(Nc1ccc(Cl)cc1)C1CCCN(c2cnccn2)C1 (stereo unspecified)	-17.9	106.0	-0.7	16.9	4.5	-0.8	-2.0	-2.3	-4.0
CC(C)C[C@H](NC(=O)C1(c2ccccc2)CCN(C(=O)[C@H]2CSCN2C(=O)OC(C)(C)C)CC1)C(=O)O	-9.9	100.0	4.6	-8.2	-4.2	0.5	-13.2	0.4	4.0
Cc1no[n+]([O-])c1COc1ccccc1/C=C1\NC(=S)NC1=O	-4.0	126.0*	8.8	18.2	0.3	-0.4	1.6	0.8	0.4
C/C(=N\NC(=O)COc1ccc(C)cc1C(C)C)c1ccc(-n2ccnc2)cc1	5.5	101.0	-4.8	9.1	1.8	0.1	-31.1	0.6	-3.1
Cc1ccc(CNS(=O)(=O)c2c(C)nc3scc(C)n3c2=O)cc1	1.4	98.0	-2.0	6.3	1.3	0.2	-5.6	-6.8	5.1
COc1ccc(CCNC(=O)c2nnn(CC(=O)Nc3ccccc3C)c2N)cc1OC	-15.3	96.0	4.7	15.3	-1.4	-0.3	10.8	-1.8	7.3
CN(C)c1ccc(CNCCC2(O)CCOC(C)(C)C2)cc1 (stereo unspecified)	3.7	98.0	3.8	-7.3	10.3	-2.1	21.4	-2.6	-2.0
CC1CN(C(C)C)C(C)CC1OC(=O)c1ccccc1 (stereo unspecified)	-12.0	107.0	-9.1	24.7	.	6.7	25.6	-2.5	1.2
COc1cc(/C=C2\C(=O)N(C)C(=S)N2C)ccc1O	9.9	95.0	-2.5	-2.7	19.0*	-1.0	-11.7	-0.4	-8.2
O=C(/C=C/c1ccc(Cl)c([N+](=O)[O-])c1)Nc1cccnc1	3.3	101.0	-7.6	13.9	2.5	-2.4	-0.1	-10.6	0.0
Cc1ccccc1NS(=O)(=O)c1ccc2c(c1)NC(=O)CO2	-1.7	98.0	4.7	-15.8	-1.7	1.4	-3.1	-2.2	0.0
CCN1CCN(CCNC(=O)Nc2ccc([N+](=O)[O-])cc2)CC1	86.9	100.0	-6.7	28.5	6.4	-2.9	1.6	5.0	-3.4
CSCCC(NC(=O)COc1ccccc1)C(=O)OCC(=O)c1ccccc1 (stereo unspecified)	.	.	1.7	.	4.3	-0.3	7.3	-4.3	2.6
Cc1ccc(NC(=O)Cn2nnc(C(=O)NCc3ccc(Cl)cc3)c2N)cc1F	4.4	104.0	4.3	12.0	0.1	1.8	0.3	10.5	3.3
O=C(c1ccc2nc(Cc3cccc(Cl)c3)oc2c1)N1CCC[C@H]1CO	6.4	100.0	11.5	20.7	5.5	0.0	-5.5	2.7	2.4
Cc1cc(C)c(C#N)c(SCS(=O)c2ccc(C(C)(C)C)cc2)n1 (stereo unspecified)	-1.6	99.0	-13.4	-10.4	-2.4	1.4	1.4	-3.8	0.7
CCCCOc1ccc2ccccc2c1C=O	-10.3	107.0	0.9	41.9	-1.4	-0.5	1.0	-7.4	-3.1
CC(=O)Nc1c(I)c(NC(C)=O)c(I)c(C(=O)O)c1I	-8.1	91.0&113.0	-5.0&-9.0	1.1	-0.3&1.4&-2.0	-0.3&-1.0	1.3&-9.4	2.0&2.2	5.0&1.9
CCOc1ccccc1NC(=O)CCS(=O)(=O)c1cccc2nsnc12	-1.5	96.0	2.6	2.2	2.9	1.2	-8.9	-8.7	-3.2
O=C(Nc1ccccc1-c1ccccc1)C(=O)Nc1ccccc1-c1ccccc1	0.8	100.0	.	34.7	7.2	.	.	.	.
C=CCOc1ccc(/C=C2/C(=N)N3N=C(CC(=O)N4CCCC4)SC3=NC2=O)cc1OC	2.7	100.0	6.0	3.9	8.6	0.5	-15.7	-1.1	0.5
C/C(=C\c1ccc(C)o1)C(=O)c1c(C)cc(C)[nH]c1=O	-7.0	69.0	-0.7	-3.9	-2.5	3.2	-1.7	-3.6	1.4
CSc1nsc(SCC(=O)Nc2cccc(NC(C)=O)c2)n1	7.4	98.0	5.8	10.8	3.4	-0.7	3.7	-7.7	3.6
COc1ccc(S(=O)(=O)N2CCOC2CNC(=O)C(=O)NCc2ccncc2)cc1 (stereo unspecified)	22.4	97.0	-0.4	9.6	2.6	-0.7	-12.2	-3.7	4.4
Cc1cc2c(SCc3ccccc3Cl)nc(N)nc2nc1C	.	.	-2.6	.	.	8.9	-25.4	-2.5	-7.2
O=S(=O)(Nc1nc2ccccc2nc1NCc1ccco1)c1ccc(F)cc1	-7.8	102.0	-2.7	41.5	-2.7	-1.8	11.8	-6.1	-2.0
O=C(CCC(=O)c1ccc(Cl)s1)Nc1ncccc1O	.	.	-0.4	.	-2.4	1.6	-2.2	-6.9	1.4
CCNCc1cc(Cl)cc(OC)c1OC(C)C	-19.9	94.0	-0.1	-15.9	-1.6	-0.1	19.1	-11.2	0.5
Cc1cccc(C(=O)Nc2cccc(C(=O)N/N=C/c3ccncc3)c2)c1	-7.2	98.0	-8.1	-6.8	1.4	-1.7	17.9	-7.3	1.2
